OX1R FRET antag = OX1R (human) antagonism; O43613; OX1R-expressing cells, FRET antagonist read-out; inhibition, % at 6.6 µM; actives 1.8% (n = 330,000); in the data active means inhibition mostly above about 38%, no sharp cut-off; inactive means mostly below about 40%;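 further: 0% = agonist challenge alone and 100% = reference antagonist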
Target sequence (O43613 whole entry, looked up): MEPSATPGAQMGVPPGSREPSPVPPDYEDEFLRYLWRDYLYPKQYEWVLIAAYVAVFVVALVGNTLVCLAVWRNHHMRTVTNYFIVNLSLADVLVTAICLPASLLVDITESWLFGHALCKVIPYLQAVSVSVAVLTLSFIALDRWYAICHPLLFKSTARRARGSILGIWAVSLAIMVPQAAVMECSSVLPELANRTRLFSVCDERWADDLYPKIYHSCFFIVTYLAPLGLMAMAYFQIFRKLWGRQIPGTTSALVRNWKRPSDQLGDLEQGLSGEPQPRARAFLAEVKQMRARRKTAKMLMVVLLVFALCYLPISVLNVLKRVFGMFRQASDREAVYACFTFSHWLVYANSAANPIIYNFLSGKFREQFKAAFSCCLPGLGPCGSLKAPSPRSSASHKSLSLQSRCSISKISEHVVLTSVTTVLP
STK33 kinase inh = inhibitors of human STK33 kinase. Q9BYT3. purified STK33, MBP phosphorylation, ADP-Glo luminescence. inhibition, % at 10 µM. actives 0.073% (n = 320,000). AID 2661;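 active means inhibition at or above 25%, using the most active replicate where run in duplicate; inactive means inhibition below 25%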
Target sequence (Q9BYT3 whole entry, looked up): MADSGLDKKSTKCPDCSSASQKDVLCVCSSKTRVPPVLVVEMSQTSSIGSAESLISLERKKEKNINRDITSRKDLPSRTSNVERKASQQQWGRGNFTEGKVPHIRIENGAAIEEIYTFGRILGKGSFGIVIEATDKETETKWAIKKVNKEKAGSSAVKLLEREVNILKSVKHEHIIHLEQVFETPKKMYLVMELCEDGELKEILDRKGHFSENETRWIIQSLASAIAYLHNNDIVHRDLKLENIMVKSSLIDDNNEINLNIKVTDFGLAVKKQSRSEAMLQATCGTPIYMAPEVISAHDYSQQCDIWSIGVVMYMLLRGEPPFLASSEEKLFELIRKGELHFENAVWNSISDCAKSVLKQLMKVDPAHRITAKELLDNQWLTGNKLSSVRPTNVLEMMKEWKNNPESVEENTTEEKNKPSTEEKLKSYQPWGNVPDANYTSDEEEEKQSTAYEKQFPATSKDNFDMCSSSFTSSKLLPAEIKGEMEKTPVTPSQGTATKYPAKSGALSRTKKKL
Numbers without * were called inactive; / = not tested or not shown.

OX1R FRET antag,STK33 kinase inh,canonical_smiles
58,5.4,CCOc1cccc(/C=C/c2ccc3ccccc3n2)c1OC(C)=O
-1,-0.4,CCN(CC)S(=O)(=O)c1ccc(C(=O)NNC(=O)c2cccs2)cc1
36,-1.0,C[N+](C)=C1SCC(C)(/C=N/O)S1 (stereo unspecified)
22,1.0,O=C(CCc1ccccc1)Nc1cc(Cl)ccc1O
0,-0.8,CCN(CC)CCCCN1c2ccccc2Sc2ccccc21
6,-0.5,O=[N+]([O-])c1ccc(N2CCc3ccccc3C2)nc1
12,-1.9,Cc1ccc(C)c(SCC(=O)NC(=O)NCc2ccccc2)c1
13,-0.2,CCc1ccc(OCc2n[nH]c(=S)n2Cc2ccccc2)cc1
71*,0.6,CCN(CC)C(=O)c1cc([N+](=O)[O-])cc2c1-c1ccc([N+](=O)[O-])cc1C2=C(C#N)C#N
3,0.4,Cc1ccc(S(=O)(=O)N2CCC(N3CCCCCC3)CC2)cc1
4,-0.6,O=C(O)C1C2C=CC(O2)C1C(=O)Nc1cccc(C(F)(F)F)c1 (stereo unspecified)
10,-1.5,O=C(Nc1ccc(Br)cc1)c1cccc(N2C(=O)CCC2=O)c1
8,-1.2,CCSc1nnc(Cn2c(=O)sc3ccccc32)n1-c1ccc(OC)cc1
14,1.5,CCOC(=O)c1[nH]c(C)c(C(=O)OCC(=O)N(CC)C2CCS(=O)(=O)C2)c1C (stereo unspecified)
15,-1.9,Cc1ccc(-c2csc3nc(CN(C)Cc4ccccc4)[nH]c(=O)c23)cc1

With a hit mark in OX1R FRET antag, of those listed so far:
OX1R FRET antag,STK33 kinase inh,canonical_smiles
71*,0.6,CCN(CC)C(=O)c1cc([N+](=O)[O-])cc2c1-c1ccc([N+](=O)[O-])cc1C2=C(C#N)C#N

Further results
OX1R FRET antag,STK33 kinase inh,canonical_smiles
10,-0.5,CC(NC(=O)c1cccc(N(C)C)c1)c1ccc(-n2ccnc2)cc1 (stereo unspecified)
19,-1.5,O=C(c1ccc(Cl)c(S(=O)(=O)N2CCCC2)c1)N1CCN(c2ccc(F)cc2)CC1
17,-0.5,COc1ccccc1NC(=S)NNC(=O)c1cc(C)n(C)n1
24,-0.9,N/C(=N\OC(=O)c1ccccc1Cl)c1cccnc1
13,2.2,O=C(c1ccco1)N1CCN(c2nc3ccsc3c(=O)s2)CC1
13,0.1,O=[N+]([O-])c1cccc(N/N=C/c2cc([N+](=O)[O-])ccc2O)c1
2,-2.1,COc1ccccc1-c1nnc(SCC(=O)NC2CC2)n1C
7,0.2,CCCNC(=O)C1CC(c2ccccc2C(F)(F)F)=NO1 (stereo unspecified)
15,-1.2,Cc1cc(C(=O)COC(=O)c2ccc(O)cc2)c(C)n1CC1COc2ccccc2O1 (stereo unspecified)
18,0.5,COc1cc(C(=O)N/N=C\c2ccccc2)c([N+](=O)[O-])c(OC)c1OC
9,0.9,O=C1NN=C(c2ccccc2)CC1c1c[nH]c2ccccc12 (stereo unspecified)
7,0.5,O=C(c1ccc2c(=O)n(-c3ccccc3)c(=O)[nH]c2c1)N1CCN(c2ccc(F)cc2)CC1
3,-1.2,COC(=O)c1ccc(C)c(NC(=O)Cn2c(C)csc2=O)c1
-1,-2.9,COC(=O)c1ccc(COc2ccc(-c3nn[nH]n3)cc2)cc1
4,0.4,COc1ccnc2c1c(=O)n(Cc1ccc(F)cc1)c(=O)n2C

Single values from the results shown.
OX1R FRET antag with `Cc1ccc(S(=O)(=O)N2CCC(N3CCCCCC3)CC2)cc1` reads 3
STK33 kinase inh with `O=C(CCc1ccccc1)Nc1cc(Cl)ccc1O` reads 1.0
STK33 kinase inh with `COC(=O)c1ccc(COc2ccc(-c3nn[nH]n3)cc2)cc1` reads -2.9

(listing goes on)
OX1R FRET antag,STK33 kinase inh,canonical_smiles
14,1.6,COc1ccc(/C=C/C(=O)c2c(O)ccc3c(C)cc(=O)oc23)cc1
/,-2.1,CC(=O)NC(c1cccc([N+](=O)[O-])c1)c1ccc2cccnc2c1O (stereo unspecified)
21,-0.9,COc1ccc(NC(=O)CCNC(=O)Cn2cnc3ccccc3c2=O)c(OC)c1
-3,-1.5,COc1cc(C(CC(=O)Nc2ccccn2)N2Cc3ccccc3C2=O)cc(OC)c1OC (stereo unspecified)
6,-1.1,CCC(C)(C)NC(=O)C(c1ccccn1)N(C(=O)c1csnn1)c1ccccc1 (stereo unspecified)
16,0.9,COc1cccc(C2CC(c3cccc(Br)c3)n3ncnc3N2)c1 (stereo unspecified)
20,-2.0,O=C(N/N=C/c1ccncc1)c1ccc(NS(=O)(=O)c2cccs2)cc1
4,-0.1,O=C1C2C3CC(C(Br)C3Br)C2C(=O)N1CC1CCCO1 (stereo unspecified)
/,-0.6,CCN(CC)CCCNC(=O)c1oc2ccc3c(c2c1C)C(O)CC(C)(C)O3 (stereo unspecified)
15,-0.6,CCCCOc1ccccc1C1C(C(=O)OC)=C(C)N(C)C(C)=C1C(=O)OC
15,-1.0,COc1cc(/C=C/C(=O)OC(C)C(=O)NC2CCCCC2C)cc(Cl)c1OC (stereo unspecified)
16,-1.1,O=C(N/N=C/c1cccnc1)c1cccc(F)c1
/,-1.3,CC(=O)Nc1cccc(C(=O)N(CCc2ccccc2)Cc2ccccc2)c1
0,-3.4,CC(C)Cc1nnc(NC(=O)c2cc(-c3ccncc3)nc3ccccc23)s1
4,-1.6,Cc1cc(NC(=O)COC(=O)C2COc3ccccc3O2)no1 (stereo unspecified)

Remaining list, next part:
OX1R FRET antag,STK33 kinase inh,canonical_smiles
12,1.1,CCCC12CN(C(=O)c3ccc(OC)cc3)CC(C)(CN(C(=O)c3ccc(OC)cc3)C1)C2=O
4,0.3,c1ccc(COCCC2CO2)cc1 (stereo unspecified)
5,-0.5,Cc1ccc(NS(=O)(=O)c2cccc(C(=O)NCC(c3cccs3)N3CCOCC3)c2)cc1 (stereo unspecified)
10,-1.7,Cc1csc(NC(=O)C2CCCN2C(=O)Oc2ccccc2)n1 (stereo unspecified)
13,-2.5,O=C(CN1CCN(c2ccc(Cl)cc2)CC1)Nc1cccc(F)c1
11,-3.7,CCCC1S/C(=N/N=C/c2ccc(OC)cc2)N(Cc2ccccc2)C1=O (stereo unspecified)
29,-0.1,COc1ccc(NC(=O)c2sccc2SCc2cccc(C(F)(F)F)c2)cc1
9,0.7,Cc1ccc2nc(N3CCN(c4ccccc4F)CC3)c(C=O)c(=O)n2c1
16,1.6,O=C(N/N=C/c1cccnc1)c1ccccc1OCc1ccc(Cl)cc1
11,-1.2,COc1ccc(NC(=O)C(=O)Nc2cccc3ccccc23)c(OC)c1
7,-0.4,N#CCC(=O)Nc1ccc(C(=O)OCC(=O)Nc2ccccc2Sc2ccccc2)cc1
16,1.9,CCOC(=O)/C(C#N)=c1/s/c(=C2\C=Cc3ccccc3N2CC)c(=O)n1CC
9,-2.8,CC(=O)Cn1c(CN2CCCC2)nc2ccccc2c1=O
4,-1.8,COC(=O)C1CCN(C(=O)COC(=O)c2cc(-c3cccs3)nn2-c2ccccc2)CC1
20,-0.8,Cc1cc(C(=O)CS(=O)(=O)c2ccc(Cl)cc2)cc(C)c1O

Next part
OX1R FRET antag,STK33 kinase inh,canonical_smiles
14,-0.2,COc1cccc(C(=O)Nc2cccc(-c3nnc(-c4ccccc4)o3)c2)c1
19,-0.5,CS(=O)(=O)N(CC(=O)NC1CC1)c1cccc(F)c1
47,-1.7,C(=N/Nc1nc(-c2ccccc2)cc(-c2ccccc2)n1)/c1cccnc1
9,-0.3,CCCOc1ccc(N2C(=O)CC(N(C(=O)c3ccco3)c3ccc(OCCC)cc3)C2=O)cc1 (stereo unspecified)
33,-0.3,O=C(Nc1ccc(O)cc1)/C(=C\c1cccs1)NC(=O)c1ccccc1
14,-0.8,COc1ccc(C(=O)NCc2ccc(C(=O)NCC(OC)OC)cc2)cc1OC
43*,-1.5,N#Cc1cc([N+](=O)[O-])ccc1NC(=O)COC(=O)CN1C(=O)C2CCCCC2C1=O (stereo unspecified)
7,-0.4,O=C(Nc1ccc(SC(F)F)cc1)C1=CC=CN2CCS(=O)(=O)N=C12
1,-0.1,COc1ccc(CN(C)C(=O)Cc2c[nH]c3ccccc23)cc1
10,-0.8,CCOCCCNS(=O)(=O)c1ccccc1
9,-0.9,CC1(C)Cc2c(sc(NC(=O)C(C)(C)C)c2C#N)C(C)(C)N1
8,-1.4,CN(CC(=O)Nc1ccccc1Cl)CC(=O)N1CCc2ccccc21
20,0.3,COc1ccc(S(=O)(=O)NC2(C(F)(F)F)NC(=O)N(CCc3ccc(OC)c(OC)c3)C2=O)cc1 (stereo unspecified)
-2,0.4,CCN(CC)CCCNC(=O)C1c2ccccc2Oc2ccccc21
2,-1.2,Cc1ccc(OCC(=O)N(Cc2ccc(N(C)C)cc2)C2CCS(=O)(=O)C2)cc1C (stereo unspecified)

Remaining list, next part
OX1R FRET antag,STK33 kinase inh,canonical_smiles
36,-0.3,CCCn1cc(CN2CCC(n3nccc3NC(=O)c3ccccc3)CC2)c(C)n1
17,0.4,O=C(OCc1cn(Cc2ccccc2)nn1)c1ccccc1
9,-0.6,CO/N=C/NC(=O)N1OC[C@@H]2COc3ccc4ccccc4c3[C@@H]21
30,-0.8,COc1cc(CN(C)Cc2cc(=O)oc3cc(C)c(Cl)cc23)ccc1OC(F)F
14,0.8,Cc1cc(NC(=O)c2cccc(S(=O)(=O)N3CCOCC3)c2)no1
16,-0.5,Cc1ccc(NC(=O)COC(=O)Cn2cnc3c2c(=O)n(C)c(=O)n3C)c(Cl)c1
-1,-0.5,O=C(c1ccccc1)N1CCCCC(Sc2nnc3ccccn23)C1=O (stereo unspecified)
10,-0.8,O=C(COC(=O)Cc1ccc(Br)cc1)NC1CCCCCC1
11,1.9,CSc1nc2ncnc(N)c2[nH]1
1,3.4,CNC(=S)NNC(=O)Cn1ccc(C)n1
7,0.8,CC1(C)CC(=O)C(N=Nc2ccc(C(F)(F)F)cc2[N+](=O)[O-])=C(O)C1
13,-2.5,COc1cc(NC(=O)Cn2nc(-c3ccc(F)cc3)ccc2=O)ccc1-n1cnnn1
-14,0.8,COc1ccc(C(=O)n2cc(C(=O)c3cc(C)ccc3O)cn2)cc1OC
31,0.9,Cc1nc2ccccc2c(=O)n1-c1ccc(NS(=O)(=O)c2ccc(F)cc2)cc1
7,-0.8,N#CC1(NC(=O)CN2C(=O)NC3(CCCCCC3)C2=O)CCCCC1

Next section
OX1R FRET antag,STK33 kinase inh,canonical_smiles
/,-1.0,S=c1[nH]nc(C2CCCCC2)n1/N=C/c1cccc(Cl)c1Cl
7,-0.1,CC(OC(=O)CCc1cc(C(C)(C)C)c(O)c(C(C)(C)C)c1)C(=O)NC1CC1 (stereo unspecified)
-9,-1.8,O=C(N/N=C/c1c(F)cccc1Cl)C(=O)N1CCCCCC1
9,0.1,O=C(NCc1ccco1)C1CCCN1C(=O)Nc1ccccc1 (stereo unspecified)
20,/,O=C(Oc1cc2oc(=O)c3c(c2cc1Cl)CCCC3)c1ccco1
-16,-1.5,CC(CN1CCCC1)OC(=O)c1ccc(F)cc1 (stereo unspecified)
10,-0.2,CSc1ncccc1C(=O)N1CCCC(N2CCN(c3ccccc3F)CC2)C1 (stereo unspecified)
24,0.5,COc1ccc(CCNC(=O)CCCn2c(=O)c3cccn3c3cccnc32)c(OC)c1
7,-0.2,Cc1ccc(-c2nnc(CCC(=O)N(C)Cc3nccs3)o2)s1
14,8.1,CC(=O)N1CCC(=NNc2nc3ccccc3[nH]2)CC1
17,-1.2,O=C(O)c1c(Cl)c(Cl)c(Cl)c(Cl)c1C(=O)N1CCOCC1
9,4.1,CC(C)S(=O)(=O)c1csc(C(=O)Nc2ccc(F)cc2)c1N
-4,-2.4,CN(C)S(=O)(=O)c1cc(NC(=O)CN2CCN(c3ccccc3O)CC2)ccc1Cl
0,-0.2,Cc1cccc(-n2cnc3cc(C(=O)N4CCCCC4)ccc32)c1
9,-0.2,COc1ccc(OC)c(NS(=O)(=O)c2ccc(NC(=O)c3ccc(NS(C)(=O)=O)cc3)cc2)c1

Additional records follow.
OX1R FRET antag,STK33 kinase inh,canonical_smiles
6,-3.8,COc1cc(C(C(=O)NC2CCCCC2)N(C(=O)Cc2c[nH]c3ccccc23)c2ccccc2C)cc(OC)c1OC (stereo unspecified)
5,-0.4,Cc1cc(NC(=O)CSCC(=O)N2CCN(c3cccc(C)c3C)CC2)no1
4,-0.7,Cc1c(NC(=O)/C(C#N)=C/c2c(N3CCCCC3)nc3ccccn3c2=O)c(=O)n(-c2ccccc2)n1C
19,-1.8,O=C(Nc1ccccc1)c1ccccc1OS(=O)(=O)c1ccccc1
26,-0.3,Cc1cc(C(=O)CCl)c(C)n1-c1cccc([N+](=O)[O-])c1
16,1.8,CCCCCCCc1ccc(-c2ccc(O)cc2)nc1
14,/,O=c1cc(O)c2c(=O)n(-c3ccccc3)c3c(c2o1)CCCCC3
12,1.1,CN(C)C=NC(=O)/C(C#N)=C/c1ccccc1
6,-0.3,CCOC(=O)c1cc(-c2ccccc2)sc1NC(=O)COC(=O)c1cccc(S(N)(=O)=O)c1
11,1.7,Cc1ccc(OCC(=O)Nc2ccccc2N2CCCC2)c(C)c1
23,-0.1,c1coc(-c2nc3nc4ccccc4nc3n2CC2CCCO2)c1 (stereo unspecified)
15,3.7,Cc1ccc(S(=O)(=O)N(NC2=NS(=O)(=O)c3ccccc32)C(=O)c2ccccc2)cc1

7 of the entries above in order of their number in OX1R FRET antag, falling:
OX1R FRET antag,STK33 kinase inh,canonical_smiles
23,-0.1,c1coc(-c2nc3nc4ccccc4nc3n2CC2CCCO2)c1 (stereo unspecified)
19,-1.8,O=C(Nc1ccccc1)c1ccccc1OS(=O)(=O)c1ccccc1
15,3.7,Cc1ccc(S(=O)(=O)N(NC2=NS(=O)(=O)c3ccccc32)C(=O)c2ccccc2)cc1
14,/,O=c1cc(O)c2c(=O)n(-c3ccccc3)c3c(c2o1)CCCCC3
12,1.1,CN(C)C=NC(=O)/C(C#N)=C/c1ccccc1
6,-0.3,CCOC(=O)c1cc(-c2ccccc2)sc1NC(=O)COC(=O)c1cccc(S(N)(=O)=O)c1
5,-0.4,Cc1cc(NC(=O)CSCC(=O)N2CCN(c3cccc(C)c3C)CC2)no1

Source: PubChem (several laboratories)
